# T cell HTS – T cell immune modulation candidate | 2C CD8+ T cell-vesicle binding, flow cytometry; hits give low values | calls only at 7 µM | actives 0.068% (n = 330,000);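 active = response, share of CD8 T cells binding vesicles, and their 90th percentile fluorescence all below set limits, cut at about 80% in these data, passing the limit was not always enough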
#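 Incubation: binding step 1.5 h, 37 °C, antibody labelling 20 min, ice; system: murine 2C transgenic CD8+ T lymphocytes; technique: cytometric PE anti-B7-1 and Alexa647 anti-CD8 signals after 1% paraformaldehyde fixation; also added: QL9-charged Drosophila Ld/ICAM-1/B7-1 vesicles; control set: naked versus QL9-loaded vesicles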
# GPR55 antagonists – GPR55 antagonists blocking LPI-driven arrestin recruitment, primary screen, imaging, U2OS, beta-arrestin-GFP, LPI agonist (AID 2013). U2OS GPR55 beta-arrestin-GFP translocation imaging, LPI antagonism; higher % means a stronger effect. one-dose inhibition, % at 10 µM; IC50 in µM for titrated hits. actives 0.13% (n = 290,000);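 active = spots per cell inhibited over 60%, with over 100 cells counted and total cytoplasm intensity under 500,000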;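 note: U2OS cells stably carrying GPR55 and arrestin-GFP stimulated by 5 µM LPI near EC80; imaged beta-arrestin-GFP aggregate spots per cell after agonist stimulation; plate controls were LPI-stimulated DMSO wells for no effect and DMSO wells without LPI for full effect; some results filed as inactive read as strong as hits; confirmed hits need IC50 under 10 µM and bright autofluorescent wells are also inconclusive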
# MgcRacGAP inhibition – MgcRacGAP GTPase-activating activity inhibitors, confirmation, biochemical, ADP Hunter fluorescence; inhibition, % at 30 µM, or IC50 in µM where a hit was titrated; MgcRacGAP-stimulated Rac1 GTP hydrolysis, ADP Hunter fluorescence; higher % means a stronger effect; GST-tagged Rac1 F28L mutant substrate; AID 624330; actives 0.6% (n = 340,000);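 active = first-screen hits whose inhibition reached a set limit at any dose in the follow-up dose series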;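 note: fluorescence reports GDP produced by GAP-driven GTP hydrolysis; strong numbers were not always called active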
# Large T inhibition – TAg ATPase/helicase activity blockers – biochemical (AID 1903) | SV40 large T antigen ATPase/helicase inhibition assay; higher % means a stronger effect | inhibition, % at 20 µM; hits with a dose series show IC50 in µM | actives 0.39% (n = 310,000); in the data active = a potency from the dose series; note: strong numbers were not always called active
# Hep lipid drop – hepatic lipid droplet formation modulation | AID 1656 | actives 0.4% (n = 240,000) | inhibition, % at 6.5 µM | AML12 mouse hepatocytes, oleate lipid droplets, BODIPY imaging;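 active = lipid droplet intensity inhibited by at least 50%, with more than 500 cells counted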
#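 Material: mouse AML12 hepatocyte cell line, fixed after treatment; Timing: compound with oleate, overnight; Technique: high-content imaging of BODIPY-stained droplets and DAPI nuclei; Probe or stimulus: oleate, 100 µM final; Dosing: compound at 6.5 µM only.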
# GPR55 activation – GPR55 agonists via beta-arrestin recruitment, primary screen, imaging, U2OS cells, beta-arrestin-GFP redistribution (AID 1961); U2OS GPR55 beta-arrestin-GFP redistribution imaging; higher % means a stronger effect; activation, % at 10 µM; hits with a dose series show EC50 in µM; actives 0.048% (n = 290,000);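 active = activation above 40% with more than 50 cells counted in the well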;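 note: U2OS osteosarcoma cells stably expressing GPR55 and beta-arrestin-GFP; plate controls were DMSO negative control for no effect and LPI positive control for full effect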
# GPR35 antagonists – inhibition of zaprinast-stimulated GPR35 beta-arrestin translocation – imaging, U2OS, beta-arrestin-GFP, zaprinast agonist, primary screen (AID 2058); U2OS GPR35 beta-arrestin-GFP translocation imaging, zaprinast antagonism; higher % means a stronger effect; inhibition, % at 10 µM; hits with a dose series show IC50 in µM; actives 0.052% (n = 290,000);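 active = inhibition of at least 50% with at least 30 cells and total cytoplasm GFP at most 10,000,000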
# NTR1 agonist – agonists of NTR1, primary screen, imaging, U2OS cells, beta-arrestin-GFP, high content (AID 493036); actives 0.17% (n = 330,000); NTR1-U2OS beta-arrestin-GFP spot imaging, agonist mode; activation, % at 20 µM;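 active = activation at or above 40% of the spot to cytoplasm intensity ratio, with at least 20 cells analyzed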;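 note: 0% = DMSO without peptide and 100% = 100 nM NTR1 peptide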
# Target sequence (P30989 whole entry, looked up): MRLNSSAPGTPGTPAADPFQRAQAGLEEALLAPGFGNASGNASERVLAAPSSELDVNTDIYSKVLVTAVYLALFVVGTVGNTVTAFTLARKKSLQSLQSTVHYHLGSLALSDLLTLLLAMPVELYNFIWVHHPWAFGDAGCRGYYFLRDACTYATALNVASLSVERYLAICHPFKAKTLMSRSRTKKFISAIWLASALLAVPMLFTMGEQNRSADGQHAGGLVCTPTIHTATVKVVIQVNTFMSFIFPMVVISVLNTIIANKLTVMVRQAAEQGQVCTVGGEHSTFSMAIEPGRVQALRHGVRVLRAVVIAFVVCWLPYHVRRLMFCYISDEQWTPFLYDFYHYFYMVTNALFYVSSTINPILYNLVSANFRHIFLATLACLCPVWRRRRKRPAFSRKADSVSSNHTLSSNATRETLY
# LYP phosphatase – inhibitors of LYP phosphatase, biochemical, fluorescence intensity, uHTS (AID 1779); recombinant LYP phosphatase, fluorescence intensity; higher % means a stronger effect; one-dose inhibition, % at 11.5 µM; IC50 in µM for titrated hits; actives 0.054% (n = 290,000); in the data active = inhibition above about 50%;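 note: plate controls were vehicle with enzyme for no effect and no enzyme for full effect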
# Hep lipid drop cells 6.5 µM – recorded beside Hep lipid drop, whose call it bears; cell count; measured here: cell count, cytotoxicity flag;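 cells counted across two imaged fields per well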
# T cell HTS vesicle-bound % – recorded beside T cell HTS, whose call it bears; double positive events, %; measured here: CD8+ vesicle-bound cell fraction;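 binding gate set so that unloaded-vesicle control wells show 10% double positive cells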
# NTR1 agonist cell count 20 µM – further read-out of NTR1 agonist, marked with its call; cell count; measured here: cell count, cytotoxicity flag
# Numbers without * were called inactive; i = inactive; nt = no result given. The order is random. Share with any hit: about 1.8%.
SMILES,T cell HTS,T cell HTS vesicle-bound %,GPR55 antagonists,MgcRacGAP inhibition,Large T inhibition,Hep lipid drop,Hep lipid drop cells 6.5 µM,GPR55 activation,GPR35 antagonists,NTR1 agonist,NTR1 agonist cell count 20 µM,LYP phosphatase
CCc1ccc(NC(=O)NNC(=O)c2ccc3ccccc3c2O)cc1,i,70,10%,17%,12%,9,849,-0.1%,-8%,-0.5,63,-2%
C/C(=N\NC(=O)CN1CCCCC1)c1ccccc1O,i,16,-1%,14%,-2%,-5,818,0.0%,0%,-1.1,83,-10%
CC1CCCN(C(=O)c2ccc([N+](=O)[O-])o2)C1 (centres undefined),i,56,3%,2%,3%,3,867,-0.1%,0%,0.7,56,-7%
CCC(C)(C)NC(=O)CN(C(=O)CCC(=O)Nc1nccs1)c1ccc2c(c1)OCO2,i,38,8%,3%,30%,0,818,-0.2%,-3%,0.3,46,1%
Cc1ccnc(NC(=O)C2CCN(S(=O)(=O)c3cccc4nonc34)CC2)c1,i,42,20%,12%,3%,nt,nt,-0.1%,-12%,4.3,60,-5%
Cc1ccccc1N(C)S(=O)(=O)c1nnc(NC(=O)c2ccccc2F)s1,i,26,5%,7%,23%,-6,711,0.1%,-1%,3.0,57,-10%
O=[N+]([O-])c1cccc(-c2ccc(C(=S)N3CCN(c4ccc(F)cc4)CC3)o2)c1,i,5,4%,6%,2%,-16,696,-0.2%,1%,4.3,69,8%
COc1ccc(S(=O)(=O)N2CCCC(C(=O)NCC3CCCO3)C2)cc1Cl (centres undefined),i,31,-8%,4%,6%,2,628,0.2%,-7%,1.5,57,-13%
Cc1ccccc1NC(=O)c1ccc(C)c(S(=O)(=O)Nc2cccnc2)c1,i,37,-18%,1%,13%,-2,668,-0.2%,-23%,-0.3,56,-6%
O=C1C=CC(=O)N1c1ccc(O)cc1,i,38,17%,15%,81µM*,-7,737,-0.3%,6%,0.3,54,-4%
Cc1nc2nc(-c3ccccc3)nn2c(C)c1C,i,37,nt,8%,9%,nt,nt,nt,nt,-0.3,46,nt
CN(CC(=O)Nc1ccccc1Cl)C(=O)COC(=O)C1=COCCO1,i,nt,nt,4%,13%,nt,nt,nt,nt,-2.5,47,nt
O=C(CCc1ccccc1)N/N=C\c1cc2c(cc1Br)OCO2,i,11,10%,5%,-2%,-4,780,0.2%,-7%,14,56,0%
O=C(Cn1nc(-c2ccccc2)ccc1=O)NCC1CCCO1 (centres undefined),i,56,15%,10%,9%,nt,nt,0.1%,-6%,-2.0,57,-5%
CN(C)c1ccc(-n2cc3c(=O)n(C)c(=O)n(C)c3c2)cc1,i,38,3%,22%,31%,nt,nt,-0.1%,8%,0.9,42,-7%
CCOC(=O)c1ccc(NS(=O)(=O)c2c(C)nc3sccn3c2=O)cc1,i,32,-1%,15%,nt,0,753,-0.1%,8%,0.2,79,-6%
CCc1nnc2sc(-c3ccc(NC(=O)c4ccco4)cc3)nn12,i,21,nt,7%,7%,nt,nt,-0.1%,1%,-0.9,70,-7%
COC(=O)C1CCN(C(=O)c2ccc3nc(-c4cccc(OC)c4)oc3c2)CC1,i,40,7%,9%,4%,-2,786,-0.1%,1%,0.4,59,-6%
Cn1nnnc1SCC(=O)NCc1ccco1,i,15,0%,7%,2%,0,715,0.4%,-8%,0.5,90,-10%
O=S(=O)(Cc1ccccc1)NCC1CCCN(Cc2ccc3nonc3c2)C1 (centres undefined),i,26,-9%,5%,-2%,-22,690,-0.2%,-15%,2.6,39,-2%

# A stretch of the results above, as a working copy:
SMILES,T cell HTS,T cell HTS vesicle-bound %,GPR55 antagonists,MgcRacGAP inhibition,Large T inhibition,Hep lipid drop,Hep lipid drop cells 6.5 µM,GPR55 activation,GPR35 antagonists,NTR1 agonist,NTR1 agonist cell count 20 µM,LYP phosphatase
COC(=O)C1CCN(C(=O)c2ccc3nc(-c4cccc(OC)c4)oc3c2)CC1,i,40,7%,9%,4%,-2,786,-0.1%,1%,0.4,59,-6%
Cn1nnnc1SCC(=O)NCc1ccco1,i,15,0%,7%,2%,0,715,0.4%,-8%,0.5,90,-10%

# The list continues:
SMILES,T cell HTS,T cell HTS vesicle-bound %,GPR55 antagonists,MgcRacGAP inhibition,Large T inhibition,Hep lipid drop,Hep lipid drop cells 6.5 µM,GPR55 activation,GPR35 antagonists,NTR1 agonist,NTR1 agonist cell count 20 µM,LYP phosphatase
O=C(Cc1ccccc1)NCc1ccccn1,i,41,6%,4%,-9%,-2,589,-0.1%,-8%,0.7,33,-2%
S=C(Nc1ccc(Br)cc1Cl)N1CCN(c2ccccn2)CC1,i,13,2%,9%,13%,-1,862,-0.2%,10%,0.0,56,-8%
CCCCOc1ccc(OCCCC)c2c1NC1(N2)C(=O)N(C(C)=O)c2ccccc21,i,36,-11%,8%,1%,nt,nt,0.0%,-3%,-1.8,100,0%
C=CCNC(=O)c1ccc(Sc2ccc(C)cc2)c([N+](=O)[O-])c1,i,53,23%,11%,-3%,nt,nt,-0.1%,8%,1.3,49,4%
COc1ccccc1NC(=O)Nc1nnc(CC(=O)Nc2ccccc2C)s1,i,51,14%,2%,6%,15,705,-0.2%,3%,1.8,46,-1%
COC(=O)c1cc(-c2ccc(Br)cc2)on1,i,50,6%,3%,1%,nt,nt,-0.1%,-3%,-0.2,51,-4%
Cc1ccc2cc(NC(=O)c3cccc(F)c3)ccc2n1,i,25,-11%,2%,12%,3,629,0.7%,-15%,-0.2,57,-9%
CCN(CC)C(=O)CSc1nnc(SCc2ccc(Cl)cc2)s1,i,62,24%,4%,4%,nt,nt,-0.1%,4%,-1.1,106,-6%
CC(C)CNS(=O)(=O)c1ccc(S(=O)(=O)N2CCN(CCC#N)CC2)cc1,i,62,-4%,5%,-3%,0,525,-0.3%,0%,0.3,46,-2%
N#CC1=C(N)Oc2n[nH]c(-c3cccnc3)c2C1c1ccc([N+](=O)[O-])o1 (centres undefined),i,17,-15%,3%,24%,9,718,-0.5%,-7%,-1.4,56,-1%
O=C1OCCC1Sc1nnc(-c2ccco2)o1 (centres undefined),i,27,-6%,7%,2%,-7,727,-0.1%,-15%,-1.2,47,-3%
O=C1/C(=C/c2cccc([N+](=O)[O-])c2)CCc2ccccc21,i,5,16%,-5%,9%,-7,577,8.7%,4%,8.6,55,-8%
O=C(CSc1nnc(-c2ccc(C(F)(F)F)cn2)o1)Nc1cccc(Cl)c1,i,54,-3%,17%,14%,-13,785,-0.2%,8%,-0.4,65,-5%
CCc1ccc(NC(=O)Cn2ccn(-c3cccc(Cl)c3)c(=O)c2=O)cc1,i,28,0%,7%,nt,-3,751,-0.3%,-8%,-0.7,61,-12%
CCN(CC(=O)Nc1c(F)cccc1F)C(=O)c1ccc(NC(=O)CC2SC(N3CCCC3)=NC2=O)cc1 (centres undefined),i,14,nt,-3%,11%,nt,nt,nt,nt,1.0,53,nt
CSc1ncccc1C(=O)OCC(=O)N1CCN(S(=O)(=O)c2ccc(C)cc2C)CC1,i,38,nt,3%,12%,nt,nt,nt,nt,1.8,52,nt
Cn1c(SCC(=O)c2ccc3c(c2)OCCO3)nnc1C1CC1,i,42,16%,3%,4%,1,725,-0.1%,-9%,-1.9,88,-6%
Cc1nc2ccccc2c(=O)n1/N=C/c1ccc(F)cc1,i,48,-4%,-1%,1%,9,835,-0.1%,-18%,-0.2,52,-3%
COc1cccc(CNC(=O)CCS(=O)(=O)Cc2ccc(C)cc2)c1,i,11,-9%,5%,7%,-42,496,0.0%,9%,1.0,77,-13%
CN(CC(CC(=O)Nc1nncs1)c1ccccc1)S(=O)(=O)c1ccc(Br)cc1 (centres undefined),i,63,-4%,7%,0%,nt,nt,-0.1%,-20%,3.6,46,-6%

# 11 compounds out of the list, ordered by SMILES length, largest number first.
SMILES,T cell HTS,T cell HTS vesicle-bound %,GPR55 antagonists,MgcRacGAP inhibition,Large T inhibition,Hep lipid drop,Hep lipid drop cells 6.5 µM,GPR55 activation,GPR35 antagonists,NTR1 agonist,NTR1 agonist cell count 20 µM,LYP phosphatase
CCN(CC(=O)Nc1c(F)cccc1F)C(=O)c1ccc(NC(=O)CC2SC(N3CCCC3)=NC2=O)cc1 (centres undefined),i,14,nt,-3%,11%,nt,nt,nt,nt,1.0,53,nt
N#CC1=C(N)Oc2n[nH]c(-c3cccnc3)c2C1c1ccc([N+](=O)[O-])o1 (centres undefined),i,17,-15%,3%,24%,9,718,-0.5%,-7%,-1.4,56,-1%
CN(CC(CC(=O)Nc1nncs1)c1ccccc1)S(=O)(=O)c1ccc(Br)cc1 (centres undefined),i,63,-4%,7%,0%,nt,nt,-0.1%,-20%,3.6,46,-6%
CCc1ccc(NC(=O)Cn2ccn(-c3cccc(Cl)c3)c(=O)c2=O)cc1,i,28,0%,7%,nt,-3,751,-0.3%,-8%,-0.7,61,-12%
C=CCNC(=O)c1ccc(Sc2ccc(C)cc2)c([N+](=O)[O-])c1,i,53,23%,11%,-3%,nt,nt,-0.1%,8%,1.3,49,4%
O=C1/C(=C/c2cccc([N+](=O)[O-])c2)CCc2ccccc21,i,5,16%,-5%,9%,-7,577,8.7%,4%,8.6,55,-8%
COc1cccc(CNC(=O)CCS(=O)(=O)Cc2ccc(C)cc2)c1,i,11,-9%,5%,7%,-42,496,0.0%,9%,1.0,77,-13%
Cn1c(SCC(=O)c2ccc3c(c2)OCCO3)nnc1C1CC1,i,42,16%,3%,4%,1,725,-0.1%,-9%,-1.9,88,-6%
COC(=O)c1cc(-c2ccc(Br)cc2)on1,i,50,6%,3%,1%,nt,nt,-0.1%,-3%,-0.2,51,-4%
O=C1OCCC1Sc1nnc(-c2ccco2)o1 (centres undefined),i,27,-6%,7%,2%,-7,727,-0.1%,-15%,-1.2,47,-3%
O=C(Cc1ccccc1)NCc1ccccn1,i,41,6%,4%,-9%,-2,589,-0.1%,-8%,0.7,33,-2%
